ELG1 genotoxic = qHTS screen for small molecules that induce genotoxicity in human embryonic kidney (HEK293T) cells expressing luciferase-tagged ELG1. Potency, µM (doses to about 46 µM), for the others: at the top dose activity change, positive = activation, hits mostly activators. HEK293T ELG1-luciferase reporter, luminescence, 16 h. 330,000 compounds, 1.3% hits; further: % of control where 0% means no effect; nearly all actives have a fitted effect of over 60% in size
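Cells (2,000/well) expressing the ELG1-luciferase fusion are dosed by pin tool and kept 16 hr at 37 °C, 5% CO2. Signal comes from ONE-Glo luciferase reagent after 30 min at room temperature.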
Rab9 prom act = qHTS Assay for Rab9 Promoter Activators; Huh7 Rab9 promoter-luciferase reporter, luminescence, 24 h; Potency, µM (doses to about 9.22 µM), inactives show at the top dose activation, negative = inhibition, usual class: activators; 320,000 compounds, 2.8% hits; further: % of control where 0% means no effect; nearly all actives have a fitted effect of over 60% in size
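Huh7 reporter line, Rab9 promoter upstream of luciferase. Compound exposure 24 h at 37 °C in reduced-serum medium with 10% FBS. Read-out: luminescence.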
FLuc counter = qHTS profiling assay for firefly luciferase inhibitor/activator using purifed enzyme and Km concentrations of substrates (counterscreen for miR-21 project). Luciferin 4-monooxygenase (Photinus pyralis), P08659. purified FLuc, Km substrates, luminescence inhibition. Potency, µM (doses to about 57.5 µM), inactives show at the highest dose activity change, negative = inhibition, usual class: inhibitors. 360,000 compounds, 6.9% hits. AID 588342, 2011;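 further: plate controls were vehicle for no effect and reference inhibitor for full effect; nearly all actives have a fitted effect of over 55% in size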
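Biochemical qHTS of compounds, final roughly 60 µM downward over six points, against 10 nM purified firefly luciferase using Km concentrations of substrates (10 uM D-luciferin, 10 uM ATP) in Tris acetate pH 7.5 buffer; luminescence output.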
NPC1 promoter act = qHTS Assay for NPC1 Promoter Activators | Huh7 NPC1 promoter luciferase reporter, 24 h | Potency, µM (top dose mostly 9.22 µM), for inactives: top-dose activation, usual class: activators | 320,000 compounds, 2.4% hits | AID 485313, 2010;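 further: % of control where 0% means no effect; nearly all actives have a fitted effect of over 60% in size; reporter is driven by a mutant NPC1 promoter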
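NPC1 promoter–luciferase Huh7 cells; 24 h compound; luminescence.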
MBNL1-CUG inh = qHTS Assay for Inhibitors of MBNL1-poly(CUG) RNA binding. Muscleblind-like protein 1 (Homo sapiens), Q9NR56. Potency, µM (doses to about 57.5 µM), for inactives: at the highest dose activity change, negative = inhibition, hits mostly inhibitors. 280,000 compounds, 0.036% hits. TR-FRET MBNL1-His/biotin-(CUG)12 binding, 665/545 ratio; active means well fitted inhibition curve with a large enough effect in the signal ratio, with a control signal flat, not every such curve was filed as active; inconclusive means small, poorly fitted or top-dose-only effect, or effect the other way, or a change in a side signal; inactive means no such curve, though single readings can be large or run the other way; the % refers to the signal ratio; further: on the % scale 0 is the no-effect control and ±100 the full control effect
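His-tagged MBNL1 binding to biotinylated (CUG)12 RNA was measured by TR-FRET using terbium anti-His antibody (0.055 ng/ul final) and streptavidin-XL665 (5 nM final). Compounds were titrated 92 nM to 58 uM; 60 min at room temperature.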
uPA generation = qHTS for Inhibitors of Cell Surface uPA Generation | AID 540303, 2011 | 330,000 compounds, 0.31% hits | cell surface uPA generation assay, qHTS | Potency, µM (titrated, usually from 38.3 µM), without a hit: top-dose activity change, negative = inhibition, usual class: inhibitors; active means well fitted inhibition curve with a large enough effect; inconclusive means small, poorly fitted or top-dose-only effect; inactive means no such curve, though single readings can be large or run the other way; tested in mouse RAW 264.7 cells; further: on the % scale 0 is the no-effect control and ±100 the full control effect; nearly all actives have a fitted effect of over 55% in size
CXXC DNA block = qHTS Fluorescence Polarization Assay for Inhibitors of MLL CXXC domain - DNA interaction. Histone-lysine N-methyltransferase 2A (Homo sapiens), Q03164. 290,000 compounds, 0.037% hits. Potency, µM (titrated, usually from 115 µM), inactives show top-dose activity change, negative = inhibition, actives largely listed as inhibitors. AID 2662, 2010. MLL-CXXC / FITC-HOXA9 DNA fluorescence polarization; active means well fitted inhibition curve with a large enough effect in the polarisation, with a control signal flat, not every such curve was filed as active; inconclusive means small, poorly fitted or top-dose-only effect, or effect the other way, or a change in a side signal; inactive means no such curve, though single readings can be large or run the other way; the % refers to the polarisation
Target sequence (Q03164 whole entry, looked up, the tested form may be a part): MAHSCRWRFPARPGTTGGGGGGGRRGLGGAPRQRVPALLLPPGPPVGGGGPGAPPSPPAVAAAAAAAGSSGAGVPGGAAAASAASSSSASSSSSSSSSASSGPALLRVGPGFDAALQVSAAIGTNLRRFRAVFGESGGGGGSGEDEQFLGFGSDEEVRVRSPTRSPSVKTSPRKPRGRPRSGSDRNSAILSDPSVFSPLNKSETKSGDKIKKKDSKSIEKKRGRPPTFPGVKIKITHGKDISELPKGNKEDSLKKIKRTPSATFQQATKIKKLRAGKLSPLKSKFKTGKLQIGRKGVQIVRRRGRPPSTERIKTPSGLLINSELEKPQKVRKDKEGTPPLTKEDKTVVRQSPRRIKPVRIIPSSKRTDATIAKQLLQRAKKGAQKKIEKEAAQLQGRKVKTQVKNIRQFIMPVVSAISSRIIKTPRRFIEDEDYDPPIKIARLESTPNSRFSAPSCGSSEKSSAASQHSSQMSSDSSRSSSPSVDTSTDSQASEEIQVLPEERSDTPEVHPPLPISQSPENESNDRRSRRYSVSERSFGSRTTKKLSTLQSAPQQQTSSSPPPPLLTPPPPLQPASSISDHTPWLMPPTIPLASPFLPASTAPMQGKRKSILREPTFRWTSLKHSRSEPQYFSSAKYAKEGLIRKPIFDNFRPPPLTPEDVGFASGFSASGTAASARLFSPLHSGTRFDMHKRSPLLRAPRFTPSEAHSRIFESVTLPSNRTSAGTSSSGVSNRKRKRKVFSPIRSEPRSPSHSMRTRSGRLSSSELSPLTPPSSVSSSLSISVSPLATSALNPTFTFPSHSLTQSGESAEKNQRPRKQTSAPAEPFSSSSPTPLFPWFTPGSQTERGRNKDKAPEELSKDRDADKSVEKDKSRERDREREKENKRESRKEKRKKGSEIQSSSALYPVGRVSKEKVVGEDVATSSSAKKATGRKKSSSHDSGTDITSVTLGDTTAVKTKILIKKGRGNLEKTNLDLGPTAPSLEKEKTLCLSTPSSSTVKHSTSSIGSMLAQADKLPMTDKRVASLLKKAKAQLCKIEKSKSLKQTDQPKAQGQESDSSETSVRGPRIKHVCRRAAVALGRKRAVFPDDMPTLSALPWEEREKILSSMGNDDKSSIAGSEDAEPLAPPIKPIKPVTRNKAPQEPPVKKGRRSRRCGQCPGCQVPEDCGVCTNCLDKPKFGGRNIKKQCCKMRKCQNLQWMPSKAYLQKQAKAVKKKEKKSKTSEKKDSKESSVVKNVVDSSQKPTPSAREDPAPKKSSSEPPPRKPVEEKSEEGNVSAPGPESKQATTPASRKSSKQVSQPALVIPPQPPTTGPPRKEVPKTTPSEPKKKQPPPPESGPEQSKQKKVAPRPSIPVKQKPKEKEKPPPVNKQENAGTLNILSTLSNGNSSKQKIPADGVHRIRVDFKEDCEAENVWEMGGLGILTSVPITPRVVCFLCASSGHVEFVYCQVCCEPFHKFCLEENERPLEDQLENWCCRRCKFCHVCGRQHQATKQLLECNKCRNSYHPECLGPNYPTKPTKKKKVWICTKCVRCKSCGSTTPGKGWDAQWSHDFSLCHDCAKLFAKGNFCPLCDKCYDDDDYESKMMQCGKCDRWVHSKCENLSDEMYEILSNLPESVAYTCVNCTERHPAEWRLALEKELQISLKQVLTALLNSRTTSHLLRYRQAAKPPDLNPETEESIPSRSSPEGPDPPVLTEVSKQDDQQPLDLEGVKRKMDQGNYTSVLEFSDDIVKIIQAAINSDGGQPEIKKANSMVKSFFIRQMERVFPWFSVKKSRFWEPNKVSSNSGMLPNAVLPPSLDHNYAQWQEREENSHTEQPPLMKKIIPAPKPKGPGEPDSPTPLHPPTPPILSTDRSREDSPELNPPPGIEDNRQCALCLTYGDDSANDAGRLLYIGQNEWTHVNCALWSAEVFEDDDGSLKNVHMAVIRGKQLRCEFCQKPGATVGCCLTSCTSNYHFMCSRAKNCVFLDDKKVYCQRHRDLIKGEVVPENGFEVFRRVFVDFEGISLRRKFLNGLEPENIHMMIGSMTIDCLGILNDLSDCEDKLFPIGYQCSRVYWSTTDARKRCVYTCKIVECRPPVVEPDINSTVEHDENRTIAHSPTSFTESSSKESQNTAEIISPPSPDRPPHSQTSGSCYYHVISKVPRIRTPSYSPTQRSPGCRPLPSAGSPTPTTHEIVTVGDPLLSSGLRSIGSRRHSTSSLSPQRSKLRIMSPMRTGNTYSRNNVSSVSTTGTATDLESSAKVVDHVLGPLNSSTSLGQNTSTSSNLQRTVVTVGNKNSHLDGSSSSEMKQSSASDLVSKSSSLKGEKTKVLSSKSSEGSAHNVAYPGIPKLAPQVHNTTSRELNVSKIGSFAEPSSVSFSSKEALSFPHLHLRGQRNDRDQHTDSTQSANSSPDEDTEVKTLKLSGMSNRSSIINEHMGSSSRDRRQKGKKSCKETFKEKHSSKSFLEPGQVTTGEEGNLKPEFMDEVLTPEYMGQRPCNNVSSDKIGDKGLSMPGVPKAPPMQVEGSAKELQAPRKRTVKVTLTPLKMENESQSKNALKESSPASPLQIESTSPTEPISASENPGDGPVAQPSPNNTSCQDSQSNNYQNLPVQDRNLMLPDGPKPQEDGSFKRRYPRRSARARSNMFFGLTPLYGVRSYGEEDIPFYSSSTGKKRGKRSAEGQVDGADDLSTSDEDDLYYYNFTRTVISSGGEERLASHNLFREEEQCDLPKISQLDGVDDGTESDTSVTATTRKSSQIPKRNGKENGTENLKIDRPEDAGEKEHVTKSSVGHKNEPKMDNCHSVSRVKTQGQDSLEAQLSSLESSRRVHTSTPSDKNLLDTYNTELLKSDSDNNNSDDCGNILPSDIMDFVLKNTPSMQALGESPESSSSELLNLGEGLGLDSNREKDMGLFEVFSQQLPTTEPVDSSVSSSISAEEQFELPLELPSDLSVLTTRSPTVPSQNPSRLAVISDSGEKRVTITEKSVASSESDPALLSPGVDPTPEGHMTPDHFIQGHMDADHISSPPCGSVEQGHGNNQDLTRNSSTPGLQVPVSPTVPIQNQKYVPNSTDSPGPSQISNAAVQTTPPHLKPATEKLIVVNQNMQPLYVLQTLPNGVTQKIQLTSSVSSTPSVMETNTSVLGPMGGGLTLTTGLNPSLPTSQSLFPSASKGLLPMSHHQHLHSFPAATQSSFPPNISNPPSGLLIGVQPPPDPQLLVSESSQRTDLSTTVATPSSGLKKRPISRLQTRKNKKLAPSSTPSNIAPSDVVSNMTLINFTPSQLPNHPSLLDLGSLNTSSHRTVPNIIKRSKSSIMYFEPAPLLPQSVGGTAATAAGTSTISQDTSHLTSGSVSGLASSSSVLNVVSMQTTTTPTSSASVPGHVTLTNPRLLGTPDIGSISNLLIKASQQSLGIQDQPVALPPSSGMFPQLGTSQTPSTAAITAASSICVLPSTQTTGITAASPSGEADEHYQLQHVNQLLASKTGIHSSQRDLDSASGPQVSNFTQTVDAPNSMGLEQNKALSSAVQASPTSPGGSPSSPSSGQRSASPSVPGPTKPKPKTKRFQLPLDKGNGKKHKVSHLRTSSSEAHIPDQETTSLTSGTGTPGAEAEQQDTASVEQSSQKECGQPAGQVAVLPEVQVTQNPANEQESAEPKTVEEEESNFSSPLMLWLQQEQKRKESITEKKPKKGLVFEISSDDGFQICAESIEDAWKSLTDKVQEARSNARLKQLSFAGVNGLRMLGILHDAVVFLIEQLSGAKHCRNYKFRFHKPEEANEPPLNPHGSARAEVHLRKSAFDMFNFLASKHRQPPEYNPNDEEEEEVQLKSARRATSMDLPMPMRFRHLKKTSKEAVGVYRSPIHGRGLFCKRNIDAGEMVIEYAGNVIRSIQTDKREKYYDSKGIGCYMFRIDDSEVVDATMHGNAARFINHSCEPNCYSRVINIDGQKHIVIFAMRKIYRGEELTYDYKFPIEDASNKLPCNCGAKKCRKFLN
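Fluorescence polarization: 7 uM MLL-CXXC (stock) preincubated 5 min with compounds, then 50 nM fluorescein-HOX-A9 DNA (stock) added; 30 min ambient. Buffer 50 mM Tris-HCl pH 7.5, 50 mM NaCl, 1 mM DTT, 0.05% BSA.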
RORg inh = qHTS for inhibitors of ROR gamma transcriptional activity. Drosophila S2 Gal4-RORgamma UAS-luciferase reporter, 20 h. Potency, µM (highest dose often 53.6 µM), without a hit: at the top dose activity change, negative = inhibition, actives largely listed as inhibitors. 310,000 compounds, 5.4% hits. AID 2551, 2010; further: on the % scale 0 is the no-effect control and ±100 the full control effect; nearly all actives have a fitted effect of over 60% in size
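Luminescence from a UAS-regulated Photinus luciferase reporter in stably transfected Drosophila Schneider cells is measured; decreased signal marks ROR gamma inhibition. Fusion expression is induced by 700 uM copper sulfate for 20 hr.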
Gal4-VP16 FLuc = VP16 counterscreen qHTS for inhibitors of ROR gamma transcriptional activity; Drosophila S2 Gal4-VP16 UAS-luciferase, luminescence, 20 h; Potency, µM (highest dose often 53.6 µM), for inactives: at the highest dose activity, negative = inhibition, most hits filed as inhibitors; 310,000 compounds, 3.5% hits; AID 2546, 2010;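 further: Gal4-VP16 expression switched on by copper sulfate through the metallothionein promoter; on the % scale 0 is the no-effect control and ±100 the full control effect; nearly all actives have a fitted effect of over 50% in size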
BRCA1 expr act = qHTS Assay to Identify Small Molecule Activators of BRCA1 Expression; 380,000 compounds, 1.1% hits; Potency, µM (highest dose often 46.1 µM), for inactives: top-dose activation, actives largely listed as activators; AID 624202, 2012; MCF7-BRCA1-FFLuc reporter, luminescence, 48 h; response scale: scaled: vehicle 0%, 10 µM genistein 100%; further: nearly all actives have a fitted effect of over 80% in size; some results filed as inactive show a strong effect at the top dose
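Using MCF7 cells harboring a BRCA1 firefly luciferase reporter, plated 2 h before compound pinning, the screen measured luminescence after 48 h incubation. Responses were normalized to DMSO and 10 microM genistein, then fitted for concentration-effect.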
p53 reactivation = qHTS assay for re-activators of p53 using a Luc reporter | Potency, µM (titrated, usually from 92.2 µM), without a hit: top-dose activity change, positive = activation, actives largely listed as activators | 320,000 compounds, 0.063% hits | H1299 p53-A138V BP100-luciferase reporter, luminescence, 24 h; further: % of control where 0% means no effect; nearly all actives have a fitted effect of over 45% in size
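p53-null H1299 cells stably carrying temperature-sensitive p53-A138V and a BP100-luciferase reporter were pinned with compounds (4-point, 1:5 series) and held 24 hrs at 37 deg C. Luminescence was read 10 min after detection reagent.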
Starred values were filed as active, the others as inactive; ? = inconclusive; · = not tested or not shown; [ ] = dose if it differs, or a comment. Unless noted, the call rests on the fitted dose curve; in most records, active means well fitted curve in the direction sought with a large enough effect; inconclusive means small, poorly fitted or top-dose-only effect, or another doubt; inactive means no such curve, though single readings can be large; an effect the other way counts as inactive or inconclusive. Potency means the concentration at half of the fitted maximal effect. An excerpt; the hit share may differ from the screen's.

SMILES	ELG1 genotoxic	Rab9 prom act	FLuc counter	NPC1 promoter act	MBNL1-CUG inh	uPA generation	CXXC DNA block	RORg inh	Gal4-VP16 FLuc	BRCA1 expr act	p53 reactivation
O=C(NCc1cccs1)C1(S(=O)(=O)c2ccccc2)CC=CC1	-1%	-1%	0%	-1%	-3%	11%	0%	1%	-3%	13%	5%
CCCCOC(=O)c1nc(Cl)c(Cl)c(N)c1Cl	4%	-4%	-9%	0%	-12%	4%	9%	13%	-4%	-33%	-4%
Cc1cccc2c(=O)oc(-c3ccccc3Cl)nc12	-4%	0%	?	-3%	-4%	0%	-11%	-7%	4%	0%	10%
COc1ccc(C(C)=O)cc1CN(C)C	·	·	0%	·	-3%	-3%	0%	-8%	9%	58%	·
CCOc1ccc(NC(=O)CSc2nnc(C34CC5CC(CC(C5)C3)C4)n2C)cc1	-9%	4%	-14%	-4%	-11%	4%	-4%	-8%	-2%	0%[1.84 µM]	0%
COc1ccc(NC(=O)Cn2ncn3nc(-c4ccc(OC)cc4)cc3c2=O)cc1	?	-3%	?	2%	2%	-2%	3%	-4%	-6%	43%	11%
CCC1S/C(=N/N=C/c2ccco2)N(Cc2ccccc2C)C1=O (stereo not drawn)	-3%	1%	-1%	0%	0%	-10%	1%	19%	-2%	-18%	12%
O=C(NC1CCS(=O)(=O)C1)c1ccc2c(c1)OCO2 (stereo not drawn)	2%	2%	-2%	3%	·	4%	·	·	·	0%	-3%
CCCN1CCN(C(=S)Nc2ccc3nc(N4CCN(CC)CC4)cc(C)c3c2)CC1	-6%	-8%	-2%	-6%	-1%	1%	1%	0%	-6%	-31%	9%
O=C1C=C(c2ccc3ccccc3c2)C[C@@H](c2ccc(F)cc2)C1	5%	-4%	?	27%	·	5%	·	·	·	61%	?
O=C(/C=C/c1ccccc1)Nn1c(-c2cccs2)nc2ccccc2c1=O	-3%	-3%	0%	-1%	12%	5%	2%	10%	-10%	-32%	1%
Nc1cc(=O)[nH]c(SCC(=O)Nc2ccc3c(c2)CCC3)n1	-1%	?	-6%	-4%	-2%	-8%	1%	-3%	7%	-11%	3%
CCN(C(=O)c1cc2ccccc2o1)C12CC3CC(CC(C3)C1)C2	-1%	-30%	?	-1%	-2%	·	-3%	-21%	2%	·	2%
O=C(c1ccccc1)c1cnc(-c2ccc(Cl)cc2)s1	2.6µM*	0.32µM*	0.34µM*	0.35µM*	33%[activator]	0%	0%	5%	1%	-2%[1.84 µM]	?
CCC(C)(C)NC(=O)C(c1cccc(OC)c1OC)N(C(=O)CCC(=O)Nc1cc(C)on1)C(C)C (stereo not drawn)	-9%	1%	2%	1%	-2%	-11%	0%	3%	-3%	-13%	1%
CC(C)c1ccc(C(N)=S)cc1	0%	-3%	-17%	2%	6%	1%	13%	4µM*	18µM*	36%	-2%
O=c1c2ccccc2nc(/C=C/c2cccc(Br)c2)n1CCCO	-8%	-4%	-16%	-8%	?	-5%	1%	35%	-3%	-61%	-2%
O=[N+]([O-])c1ccc2c(c1Nc1ccccc1)=NC1(CCCCC1)N=2	-3%	-3%	-11%	0%	?	-3%	-20%	-26%	?	4%	6%
O=C(Cn1c(=O)c(=O)n(Cc2ccccc2)c2ccc(Cl)cc21)Nc1cc(F)ccc1F	-1%	-2%	-2%	1%	3%	·	-3%	21%	1%	·	0%
COc1ccccc1C1c2ccc3ccccc3c2Oc2ncn(CCN(C)C)c(=N)c21 (stereo not drawn)	?	-1%	-2%	-13%	7%	-15%	6%	10µM*	-27%	-79%	-1%
O=S(=O)(c1cc(F)ccc1F)N1CCC2(CC1)OCCO2	9.2µM*	4µM*	12µM*	3.5µM*	8%	7%	-5%	18%	1%	13%	26%
COc1ccc2nc(NC(=O)CCc3cc(OC)c(OC)c(OC)c3)sc2c1	-12%	-2%	2%	-5%	-2%	2%	12%	31%	-1%	-9%	-1%
COc1ccc(-c2n[nH]c(=S)n2Cc2ccco2)cc1	3%	2%	3%	-1%	4%	·	14%	16µM*	?	-6%	1%
O=C(NCCc1ccccc1)c1cc(S(=O)(=O)N2CCCC2)ccc1F	-2%	11%	-2%	11%	-4%	-14%	2%	28%	-12%	21%	25%
Cc1ccc(N2CN(Cc3cccnc3)CNC2=S)c(C)c1	1%	-1%	-2%	0%	-10%	-7%	-2%	-40%	-3%	-10%	-1%

Two of the compounds above, bar-delimited.
molecule | ELG1 genotoxic | Rab9 prom act | FLuc counter | NPC1 promoter act | MBNL1-CUG inh | uPA generation | CXXC DNA block | RORg inh | Gal4-VP16 FLuc | BRCA1 expr act | p53 reactivation
CCCCOC(=O)c1nc(Cl)c(Cl)c(N)c1Cl | 4% | -4% | -9% | 0% | -12% | 4% | 9% | 13% | -4% | -33% | -4%
Cc1cccc2c(=O)oc(-c3ccccc3Cl)nc12 | -4% | 0% | ? | -3% | -4% | 0% | -11% | -7% | 4% | 0% | 10%

(cont.)
SMILES	ELG1 genotoxic	Rab9 prom act	FLuc counter	NPC1 promoter act	MBNL1-CUG inh	uPA generation	CXXC DNA block	RORg inh	Gal4-VP16 FLuc	BRCA1 expr act	p53 reactivation
CCOc1ccc(-n2c(=S)sc3c(=O)n(-c4ccccc4)c(SCC(=O)O)nc32)cc1	0%	-10%	-1%	1%	?	3%	-3%	-20%	-3%	0%	3%
COc1cccc(OC)c1C(=O)Nc1cccc2c1CCCC2	-6%	-2%	-9%	0%	12%	-12%	2%	-12%	4%	-19%	1%
CCOC(=O)c1sc(NC(=O)CSc2nc(C)cc(C(F)(F)F)n2)c(C#N)c1C	-4%	0%	-19%	7%	28%	7%	3%	-24%	3%	0%	2%
CCOC(=O)C1CCCN(CC(=O)/C=C2/N(C)c3ccccc3C2(C)C)C1 (stereo not drawn)	-3%	4%	2%	0%	3%	3%	-1%	14%	?	21%	-1%
Cc1nc(-c2cccnc2)sc1C(=O)Nc1ccc(Cl)cc1	-10%	-2%	-5%	-3%	?	6%	-1%	?	-6%	-4%	-7%
CC(C)c1ccc(NC2CCCN(C(=O)CN3C(=O)CSC3=O)C2)cc1 (stereo not drawn)	0%[9.26 µM]	1%	-1%	1%	-7%	-3%	-4%	14%	-4%	2%	-5%
CCOc1ccc(NS(=O)(=O)c2ccc(C(=O)N3CCN(c4ncccn4)CC3)cc2)cc1	-12%	-4%	-12%	-7%	-6%	5%	-8%	-12%	?	-39%	-4%
N#Cc1ccccc1OCC(=O)NC(=O)NCc1ccco1	?	?	19µM*	?	7%	-2%	1%	22%	-5%	?	13%
Cn1c(=O)n(C)c2cc(N3CCOCC3)c(NC(=O)c3ccc(F)cc3)cc21	8%	10%	1%	-8%	-7%	1%	-8%	-8%	3%	-9%	4%
O=C(OCC(=O)c1c[nH]c2ccccc12)C1=COCCO1	?	3.5µM*	15µM*	?	5%	0%	1%	?	0%	?	?
C(=N\Nc1nncc2ccccc12)/c1ccccc1	?	1.4µM*	0.54µM*	1.1µM*	-17%	-17%	15%	-26%	-3%	26%	?

5 of the entries above in order of their number in RORg inh, descending.
| SMILES | Rab9 prom act | NPC1 promoter act | MBNL1-CUG inh | uPA generation | CXXC DNA block | RORg inh | p53 reactivation |
| --- | --- | --- | --- | --- | --- | --- | --- |
| N#Cc1ccccc1OCC(=O)NC(=O)NCc1ccco1 | ? | ? | 7% | -2% | 1% | 22% | 13% |
| CCOC(=O)C1CCCN(CC(=O)/C=C2/N(C)c3ccccc3C2(C)C)C1 (stereo not drawn) | 4% | 0% | 3% | 3% | -1% | 14% | -1% |
| Cn1c(=O)n(C)c2cc(N3CCOCC3)c(NC(=O)c3ccc(F)cc3)cc21 | 10% | -8% | -7% | 1% | -8% | -8% | 4% |
| CCOc1ccc(-n2c(=S)sc3c(=O)n(-c4ccccc4)c(SCC(=O)O)nc32)cc1 | -10% | 1% | ? | 3% | -3% | -20% | 3% |
| C(=N\Nc1nncc2ccccc12)/c1ccccc1 | 1.4µM* | 1.1µM* | -17% | -17% | 15% | -26% | ? |
